PTPN22 act – increases human PTPN22 phosphatase activity; activation, % at 2 µM; recombinant LYP, DiFMUP fluorescence; 0 = plate median, 100 = signal doubled; Q9Y2R2; actives 0.11% (n = 96,000);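 active = activation at 2 µM above a set limit, the mean plus 5 SD, cut at about 37% in these data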
cytoskel mod – cytoskeleton assembly modification. inhibition, % at 2 µM. HUVEC TNFa F-actin phalloidin imaging, high content. actives 0.18% (n = 91,000);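 active = inhibition above the batch mean plus 3 SD and confirmed as a hit by visual image inspection, cut at about 30% in these data, passing the limit was not always enough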; also: strong numbers were not always called active
FAK inh – inhibitors of human focal adhesion kinase | Q05397 | biochemical FAK kinase activity assay | inhibition, %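 (tested at 7 µM)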 | actives 0.84% (n = 97,000); in the data active = inhibition above about 19%;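 also: 0% = DMSO and 100% = reference compound high control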
LYP inh 2 – inhibitors of human LYP (PTPN22) phosphatase. Q9Y2R2. actives 0.21% (n = 96,000). recombinant LYP catalytic domain, DiFMUP fluorescence. inhibition, % at 2 µM. AID 640;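 active = inhibition at 2 µM at or above a set limit, the screen mean plus 3 SD, cut at about 24% in these data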;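 also: 0% = DMSO with enzyme and 100% = enzyme fully blocked by orthovanadate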
PLK1 PBD inh – inhibitors of human Plk1 polo box domain binding; actives 0.13% (n = 97,000); Plk1 PBD phosphopeptide binding, fluorescence polarization; inhibition, %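 (tested at about 20 µM)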; in the data active = inhibition above about 34%, passing the limit was not always enough
Target sequence (P53350 whole entry, looked up, the tested form may be a part): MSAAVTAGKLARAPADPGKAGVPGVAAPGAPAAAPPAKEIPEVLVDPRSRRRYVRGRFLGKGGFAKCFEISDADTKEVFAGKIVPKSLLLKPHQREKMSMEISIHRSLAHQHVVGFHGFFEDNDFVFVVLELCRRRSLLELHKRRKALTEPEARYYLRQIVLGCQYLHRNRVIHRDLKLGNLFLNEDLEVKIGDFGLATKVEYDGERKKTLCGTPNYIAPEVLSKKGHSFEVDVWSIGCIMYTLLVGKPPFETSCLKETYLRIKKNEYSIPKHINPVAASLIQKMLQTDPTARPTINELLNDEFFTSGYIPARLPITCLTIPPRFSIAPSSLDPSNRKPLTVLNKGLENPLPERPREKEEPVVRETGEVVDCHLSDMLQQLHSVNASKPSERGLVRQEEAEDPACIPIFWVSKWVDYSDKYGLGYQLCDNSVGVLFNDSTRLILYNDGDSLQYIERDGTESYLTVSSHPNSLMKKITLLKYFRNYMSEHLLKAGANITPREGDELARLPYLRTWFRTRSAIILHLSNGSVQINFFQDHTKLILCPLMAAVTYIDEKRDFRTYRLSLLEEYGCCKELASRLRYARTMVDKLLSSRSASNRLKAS
Rev-RRE block – inhibitors of HIV-1 Rev-RRE RNA interaction. actives 0.79% (n = 97,000). P05866. inhibition, % at 8 µM. Rev peptide-RRE RNA binding, FRET;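 active = inhibition above the screen-wide mean plus 3 SD, cut at about 35% in these data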;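 also: 0% = median DMSO wells and 100% = median Neomycin B control wells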
Target sequence (P05866 whole entry, looked up): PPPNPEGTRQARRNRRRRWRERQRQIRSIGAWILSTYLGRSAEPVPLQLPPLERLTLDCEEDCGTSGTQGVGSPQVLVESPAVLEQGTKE
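Assay system: Labelled RRE RNA duplex and labelled Rev peptide | Times: 5 min preincubation and 15 min binding, 25 °C | Detection: FRET, ex 480 nm, em 540 and 671 nm | Evaluation: % inhibition of FRET ratio versus controls | Benchmarks: DMSO wells as 0% and neomycin B wells as 100% inhibition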
PLK1 inh – blocks human PLK1 kinase activity. P53350. recombinant PLK1 kinase, TR-FRET peptide phosphorylation. inhibition, % at 10 µM. actives 0.53% (n = 97,000). AID 619;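 active = inhibition of 50% or more in the single-concentration screen; inactive = inhibition below 50%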;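 also: 0% = DMSO max control and 100% = H-89 dihydrochloride min control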
Pyk2 oligo antag – antagonists of human Pyk2 oligomerization; Q14289; z-score (the deposit names both 25 µM and 10 µM); AID 1347419; actives 0.83% (n = 99,000); Q293 cells, Pyk2 FERM NanoBiT luminescence; active compounds read low;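 active = Z-score of -3 or lower, scaled per plate to the spread of control and sample wells; inactive = z-score above -3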;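 also: negative z-score means lost luminescence so less FERM oligomerization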
EphB4 ephrin blk – blocks human EphB4 binding to ephrin-B2; actives 0.15% (n = 97,000); EphB4 LBD / TNYL-RAW-Alexa532 peptide, fluorescence polarization; inhibition, % at 7 µM;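 active = inhibition above the screen-wide mean inhibition plus 3 SD, cut at about 15% in these data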;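 also: 0% = DMSO wells and 100% = excess unlabeled TNYL-RAW peptide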
Active calls of the source: *; / = not tested or not shown.

PTPN22 act | cytoskel mod | smiles | FAK inh | LYP inh 2 | PLK1 PBD inh | Rev-RRE block | PLK1 inh | Pyk2 oligo antag | EphB4 ephrin blk
2.5 | 0.4 | Cc1cc(C(=O)O)c(S(C)(=O)=O)s1 | 0.4 | -2.7 | 10.2 | 6.6 | -3.4 | 1.02 | -4.7
4.8 | 16.2 | O=C(NC1CCCCC1)NC1CC2CCC(C1)N2C(=O)NCc1ccccc1 (stereo not given) | -1.9 | -4.2 | -16.3 | 7.6 | -3.1 | / | -0.3
7.0 | 1.5 | CC(C)Oc1ccc(C(=O)Nc2ccccc2N2CCCC2)cc1 | 0.9 | -4.8 | -2.5 | 1.6 | -28.5 | -0.11 | 0.3
-4.4 | / | CCOC(=O)N1CCN(Cc2cccs2)CC1 | 1.4 | 3.2 | 40.4 | 2.7 | 6.2 | 0.74 | -3.0
-0.4 | -10.4 | COc1ccc(NC(=O)CSc2nnc(C3CC3)n2N)cc1 | -1.5 | -1.9 | -10.8 | 8.3 | -4.7 | 2.43 | -3.6
-5.7 | 3.0 | Cc1cccc(NCCC(=O)c2ccc(Br)cc2)c1 | -0.7 | 7.6 | -4.2 | -0.1 | -10.2 | 0.12 | -5.2
2.3 | -1.9 | CCOC(=O)c1c(N)sc(C(=O)N(C)C)c1C | 1.9 | -2.4 | 1.9 | 13.4 | -2.9 | -0.44 | 1.3
-3.1 | 16.3 | Clc1nc(NCc2cccnc2)nc(N2CCOCC2)n1 | 2.8 | 6.9 | 10.2 | 6.0 | 0.9 | 0.65 | -5.6
-1.4 | -26.6 | O=C(CN1CCN(Cc2ccc(F)cc2Cl)C1=O)NCCc1ccccc1 | 0.4 | 0.8 | -13.4 | 4.2 | -6.0 | / | 8.2
-3.6 | 1.1 | Cc1ccc(Nc2nc3ccccc3nc2-n2nc(C)cc2C)cc1 | -1.5 | 3.6 | 10.6 | 25.0 | -7.2 | / | -2.1
-9.1 | 53.2 | C=CCn1c(SCn2nnc3ccccc3c2=O)nnc1C1CCCCC1 | -0.2 | 8.3 | -33.9 | -0.3 | -2.8 | 0.27 | 5.2
-9.0 | 3.0 | O=C(CSc1nnc2scc(-c3ccccc3)n12)Nc1ccc2c(c1)OCCO2 | -1.8 | 7.7 | 2.1 | 1.9 | -7.7 | -1.61 | 4.4
6.2 | -18.0 | Cc1cc(C)n(-c2ncc(-c3ccccc3)nn2)n1 | 0.9 | -6.8 | 1.6 | 1.2 | -9.1 | / | -0.2
-0.5 | 15.9 | CC(NC(=O)OCc1ccccc1)C(=O)OCN1C(=O)c2ccccc2C1=O (stereo not given) | 0.2 | -0.3 | 7.3 | -0.4 | -7.6 | 0.03 | 2.3
7.4 | -54.1 | CCCCn1c(/N=C/c2cc(OC)ccc2O)nc2ccccc21 | -2.1 | -9.5 | 17.4 | 3.7 | -12.0 | 0.57 | -4.5
2.6 | -5.0 | Cn1c(CSc2ccccc2)c(C#N)c2ccccc21 | 4.8 | -3.6 | 0.9 | 19.4 | -17.7 | -1.87 | 1.5
-8.1 | -14.5 | COc1ccc(CCNS(=O)(=O)c2ccc3c(c2)OCCO3)cc1OC | -5.1 | 3.9 | 41.1 | 0.9 | -10.2 | -0.11 | -6.8
1.6 | 6.2 | COCc1c(C(=O)OCC(=O)c2c(N)n(CC(C)C)c(=O)n(C)c2=O)oc2ccccc12 | 13.7 | -2.7 | -4.3 | 6.0 | -7.5 | -0.16 | 5.3
0.2 | 11.5 | COc1ccc(/C=C2\SC(=O)N(CCNC(=O)C3CC(=O)N(c4ccccc4)C3)C2=O)cc1 (stereo not given) | 7.6 | 0.3 | 25.3 | 16.7 | -11.3 | 1.08 | 2.3
4.3 | -24.0 | Clc1ccc(Cn2ncc3c(N4CCOCC4)ncnc32)cc1 | -0.7 | -0.4 | 19.2 | -2.3 | -10.0 | 0.08 | 2.7
0.8 | -7.4 | O=C(NCc1ccccn1)C1C2C=CC(C2)C1C(=O)Nc1ccc(F)cc1 (stereo not given) | -1.1 | -0.3 | -3.8 | 8.2 | -17.0 | 0.47 | -0.6
11.4 | -13.4 | Cc1cc(Oc2ccccc2)nc(SCC(=O)Nc2ccccc2)n1 | -0.9 | -12.5 | -13.0 | 2.9 | -6.2 | -0.66 | -1.0
-2.2 | -26.8 | CC(=O)C1=C(O)C(=O)N(c2ccc(C)cc2)C1c1ccccn1 (stereo not given) | 0.9 | 1.2 | 3.3 | 10.8 | -5.3 | -0.63 | 6.5
-5.2 | -3.0 | Cc1ccc(C2C(C(=O)c3cccs3)=C(O)C(=O)N2CCN2CCOCC2)o1 (stereo not given) | -0.3 | 0.3 | 24.2 | 7.6 | -10.5 | 0.3 | -5.0
-1.4 | 19.7 | O=C(COC(=O)C1CC(=O)N(c2ccc3c(c2)OCCO3)C1)Nc1ccc2c(c1)CCC2 (stereo not given) | -0.8 | 1.1 | -0.7 | 10.1 | 3.3 | 1.27 | -9.4
5.6 | -25.1 | CCOC(=O)COc1ccc2c(c1)C(=O)CC(C)(C)O2 | 2.9 | -7.4 | 3.0 | -2.5 | -13.0 | 2.03 | -8.9
5.9 | 6.7 | O=S(=O)(CCc1nc2ccccc2s1)c1ccc(Cl)cc1 | -0.3 | -5.5 | -5.2 | -3.7 | -8.3 | 0.62 | 2.6
-7.0 | 0.8 | O=C(CCCn1c(=O)[nH]c2ccsc2c1=O)N1CCN(Cc2ccc3c(c2)OCO3)CC1 | 6.7 | 10.5 | -9.9 | 10.6 | -14.3 | 1.47 | 1.9
6.1 | 13.7 | Nc1ccc(-c2n[nH]c(=O)c3ccccc23)cc1N | 0.2 | -8.1 | 1.6 | 9.5 | -21.8 | -0.24 | -6.0
2.9 | -16.2 | O=C(CN1CCN(c2ccccc2)CC1)Nc1ccc(-n2cnnn2)cc1 | -1.0 | -7.3 | 8.4 | 9.0 | -8.1 | 0.12 | 3.3
32.7 | 10.1 | CCOc1ccccc1NC(=O)c1ccc(S(=O)(=O)N(C)C)cc1 | -1.2 | -36.0 | -40.2 | 2.3 | -8.4 | 0.47 | -1.9
-4.1 | 5.0 | CCC(C)C(NC(=O)C1CCC(C)CC1)C(=O)Nc1cc(OC)ccc1OC (stereo not given) | -1.2 | 3.2 | -1.3 | 5.4 | -1.1 | -1.8 | -3.3
14.1 | 6.9 | CCC(=O)c1ccc(OCC(O)CN2CC(C)OC(C)C2)cc1 (stereo not given) | -2.1 | -14.8 | 17.0 | -1.9 | 7.1 | -0.31 | -3.1
-4.6 | 12.7 | COc1ccc(-c2cc(C(=O)N3CCOCC3)c3cc(C)ccc3n2)cc1 | -1.1 | 0.3 | -8.5 | 9.4 | -26.6 | 0.09 | 3.4
-7.8 | 16.4 | CCCCCC(=O)N/N=C(\C)c1ccccn1 | 1.3 | 12.7 | -18.2 | 1.4 | -4.8 | -0.32 | 0.8
1.1 | 7.7 | C=CCn1c(SCc2ccccc2)nnc1-c1cccnc1 | 0.4 | 1.3 | -4.9 | 9.0 | -10.1 | 0.39 | 7.2
-2.0 | 5.8 | O=C(O/N=C1/CCCc2occc21)c1ccccc1 | -0.7 | 4.3 | 11.0 | -1.7 | -5.4 | 1.07 | -8.3
-2.8 | 15.5 | Cc1ccc(CNC(=O)c2ccc(CN3CCOCC3)cc2)cc1 | -0.9 | 0.3 | 5.6 | 0.7 | -5.2 | 0.13 | 1.1
-0.4 | 11.4 | COc1ccc(-c2nsc3c(N4CCCC4)ncnc23)cc1 | 2.7 | 0.9 | -8.8 | -3.1 | -2.8 | 1.08 | -15.3
46.5* | -2.1 | S=c1[nH]ncn1-c1ccccn1 | -2.5 | -49.1 | -22.1 | 1.4 | -9.4 | 0.51 | -8.0

Pulled by compound from the list above, 2 records:
PTPN22 act | cytoskel mod | smiles | FAK inh | LYP inh 2 | PLK1 PBD inh | Rev-RRE block | PLK1 inh | Pyk2 oligo antag | EphB4 ephrin blk
-4.1 | 5.0 | CCC(C)C(NC(=O)C1CCC(C)CC1)C(=O)Nc1cc(OC)ccc1OC (stereo not given) | -1.2 | 3.2 | -1.3 | 5.4 | -1.1 | -1.8 | -3.3
14.1 | 6.9 | CCC(=O)c1ccc(OCC(O)CN2CC(C)OC(C)C2)cc1 (stereo not given) | -2.1 | -14.8 | 17.0 | -1.9 | 7.1 | -0.31 | -3.1

Following part:
PTPN22 act | cytoskel mod | smiles | FAK inh | LYP inh 2 | PLK1 PBD inh | Rev-RRE block | PLK1 inh | Pyk2 oligo antag | EphB4 ephrin blk
-0.1 | 4.6 | Cc1nnc2n(C3CCCCC3)c(=O)c3c4c(sc3n12)COC(C)(C)C4 | 4.1 | -0.5 | -10.1 | 13.0 | 5.3 | -1.57 | -0.5
-2.5 | 10.9 | CCN(C(=O)C1CCN(S(=O)(=O)c2ccc3c(c2)oc(=O)n3C)CC1)c1cccc(C)c1 | -10.2 | 1.7 | 13.5 | 3.1 | -19.5 | / | -3.2
5.5 | 31.8 | COc1ccc(C(C(=O)NC2CCCCC2)N(C(=O)CCCC(=O)Nc2ccccn2)c2ccc3c(c2)OCCO3)cc1 (stereo not given) | -3.6 | -3.9 | 2.9 | -0.6 | 1.8 | 1.78 | 1.1
-0.6 | -8.9 | CN(CCc1ccccn1)C(=O)CN(C)S(=O)(=O)c1ccc2c(c1)c(=O)n(C)c(=O)n2C | 1.1 | 3.9 | -36.6 | 5.5 | -2.6 | 0.14 | 0.2
2.1 | -9.8 | COC(=O)c1ccc(Oc2cc(C)nc(SC)n2)cc1 | -1.8 | -2.9 | -1.3 | 5.2 | -9.1 | 0.83 | -10.0
8.6 | 34.1 | CC(=O)c1cccc(NC(=O)N2CCCC2C(=O)Nc2cc(C)ccc2C)c1 (stereo not given) | -1.4 | -9.3 | -14.8 | -0.8 | -1.6 | 0.1 | -2.8
-0.7 | -10.3 | O=C(O)CCCC(=O)NCCCc1ccccc1 | -1.9 | -0.3 | -30.4 | 4.4 | -7.6 | -0.54 | -4.6
-3.6 | -17.7 | Cc1nn(CCOc2ccccc2)c(=O)n1-c1ccc(F)cc1 | 6.8 | 7.4 | 3.8 | 3.2 | -13.6 | 0.31 | 2.2
12.8 | 14.8 | Cn1c(CNc2cccc(Cl)c2)nnc1SCC(=O)OC1CCCCC1 | 4.0 | -10.2 | 17.9 | 11.2 | -6.4 | 0.19 | -2.6
-5.6 | 6.8 | Cc1ccc(-c2nnn(CC(=O)N(CC3CCCO3)C(C(=O)NC3CCCCC3)c3ccc(F)cc3)n2)o1 (stereo not given) | 0.3 | 1.5 | 25.2 | 3.5 | -3.2 | 0.26 | 2.6
3.8 | -4.5 | CCC(=O)N1CCN(c2ccc(Cl)cc2NC(=O)Cc2ccc(Cl)cc2)CC1 | 0.1 | -4.2 | -4.6 | 20.3 | 2.8 | -1.2 | 6.7
-10.7 | -8.9 | CC(C)CCN1C(=O)c2ccc(C(=O)OCn3nnc4ccccc4c3=O)cc2C1=O | -0.1 | 9.0 | 3.1 | -0.1 | -13.3 | 0.07 | -15.1
-4.6 | 24.3 | CN1CC(c2ccc(C#N)cc2)C2(COc3ccccc3C2=O)C12C(=O)Nc1ccccc12 (stereo not given) | -0.6 | 7.1 | -8.7 | 9.6 | -9.0 | -1.66 | 0.7
-0.1 | -9.7 | Cc1cc2c(N3CCCCC3C)ncnc2s1 (stereo not given) | 4.9 | -2.2 | -29.1 | 6.2 | 0.2 | -1.01 | -4.6
-1.2 | 3.6 | O=C(c1n[nH]c(=O)c2ccccc12)N1CCN(C2c3ccccc3-c3ccccc32)CC1 | -5.5 | 4.5 | -28.9 | 4.4 | -10.7 | -2.06 | -1.8
-4.7 | 44.0 | OC(CN1C2=NCCN2c2ccccc21)c1ccccc1 (stereo not given) | -1.4 | 3.8 | -18.6 | 3.1 | -0.5 | 0.49 | 3.2
11.7 | 5.0 | Cc1c(C(=O)NC(C)CCc2ccccc2)cccc1[N+](=O)[O-] (stereo not given) | -3.7 | -7.3 | 38.9 | -3.0 | -8.7 | 1.48 | -3.0
7.4 | / | CCCn1c(Nc2ccccc2)nc2ccccc21 | 0.4 | -6.8 | 8.2 | 4.8 | -3.3 | -0.77 | 1.7

Assay outcomes as filed in PubChem.

Compounds were not picked by outcome; any-hit rate near 3.5%.
